From PubChem BioAssay
G9a inh – G9a (human) methyltransferase inhibition | Potency, µM (doses to about 102 µM), without a hit: at the highest dose activity, negative = inhibition, hits mostly inhibitors | AID 504332 | Q96KQ7 | G9a H3K9 monomethylation, AlphaScreen, 2 h | 350,000 tested, 8.8% active; further: potency means the concentration at half of the fitted maximal effect; on the % scale 0 is the no-effect control and ±100 the full control effect; nearly all actives have a fitted effect of over 75% in size
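AlphaScreen read-out: biotin-H3K9 peptide (500 nM) methylation by 20 nM enzyme with 20 uM SAM, 2 h at room temperature after 15 min compound preincubation; anti-monomethyl H3K9 antibody plus donor/acceptor beads, 10 min dark.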
PGK inhibitor – blocks T. brucei phosphoglycerate kinase. Potency, µM (doses to about 57.5 µM), without a hit: top-dose activity change, negative = inhibition, actives largely listed as inhibitors. 380,000 tested, 0.043% active. PGK/GAPDH coupled, Kinase-Glo luminescence, 60 min. P07378. AID 602233; further: potency means the concentration at half of the fitted maximal effect; on the % scale 0 is the no-effect control and ±100 the full control effect; nearly all actives have a fitted effect of over 60% in size
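Recombinant glycosomal PGK reaction used 1,3-bisphosphoglycerate generated in-well by GAPDH (100nM final) in 100mM TEA pH 7.6, 5mM MgCl2, 0.01% Tween-20. After 60 minutes at room temperature, ATP was read by Kinase-Glo Plus luminescence end-point.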
HP1b binding inh – HP1-beta chromodomain-methylated histone interaction inhibition; P83916; AlphaScreen HP1-beta / biotin-H3K9me3 peptide binding; Potency, µM (series often up to 114 µM), for the others: at the top dose activity change, negative = inhibition, usual class: inhibitors; 390,000 tested, 0.56% active; further: potency means the concentration at half of the fitted maximal effect; nearly all actives have a fitted effect of over 70% in size; inactives centre near 23
Target sequence (P83916 whole entry, looked up): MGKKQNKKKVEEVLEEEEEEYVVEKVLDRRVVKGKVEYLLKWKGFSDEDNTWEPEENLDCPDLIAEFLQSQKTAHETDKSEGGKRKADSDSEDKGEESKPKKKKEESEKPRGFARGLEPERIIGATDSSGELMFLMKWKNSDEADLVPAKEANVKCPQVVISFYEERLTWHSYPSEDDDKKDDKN
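HP1-beta protein (50 nM final) preincubated 30 min at room temperature with biotinylated H3(1-18)K9me3 peptide (50 nM) in PBS pH 7.4, 0.01% Tween-20, then compound added for 30 min. AlphaScreen streptavidin donor/nickel chelate acceptor beads (10 ug/mL final), 30 min dark, luminescence read.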
ERG Ets-DNA blk – inhibitors of human ERG Ets domain-DNA interaction. P11308. fluorescence polarization, His-ERG Ets domain / labelled DNA. Potency, µM (highest dose often 76.9 µM), inactives show at the highest dose FP activity, negative = inhibition, hits mostly inhibitors. 370,000 tested, 0.028% active. AID 624246; active means well fitted inhibition curve with a large enough effect in the polarisation, with a control signal flat; inconclusive means small, poorly fitted or top-dose-only effect, or effect the other way, or a change in a side signal; inactive means no such curve, though single readings can be large or run the other way; the % refers to the polarisation;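 further: polarization taken with two DNA probes labelled with fluorescein and Texas red; potency means the concentration at half of the fitted maximal effect; % of control where 0% means no effect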
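His-tagged ERG Ets domain (1 uM in the protein solution; 300mM KCl, 50mM Tris-HCl, 1mM EDTA, 1mM DTT, pH 7.5) received compound, then a probe mix of 5 nM fluorescein-DNA and 100nM Texas-615-DNA. Fluorescence polarization was read for both dyes.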
GLS inh – blocks human kidney-isoform glutaminase activity; O94925; GLS enzymatic activity, qHTS titration; Potency, µM (highest dose often 45.5 µM), for inactives: at the highest dose activity change, negative = inhibition, hits mostly inhibitors; 410,000 tested, 0.21% active; AID 624170; further: potency means the concentration at half of the fitted maximal effect; on the % scale 0 is the no-effect control and ±100 the full control effect
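Compounds were pin-transferred onto hKGA, after which L-glutamine (1 mM solution) and a detection mix of glutamate oxidase, HRP and Amplex Red were added. Initial and 30 min RT fluorescence reads were collected.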
JMJD2A Tudor inh – blocks the human JMJD2A Tudor domain. Potency, µM (highest dose often 114 µM), for the others: at the top dose activity change, negative = inhibition, hits mostly inhibitors. AID 504339. 390,000 tested, 4.4% active. O75164. AlphaScreen JMJD2A-Tudor / H3K4me3 peptide binding; further: potency means the concentration at half of the fitted maximal effect; on the % scale 0 is the no-effect control and ±100 the full control effect; nearly all actives have a fitted effect of over 50% in size
PI4K2A block – inhibitors of human PI4K2A. Q9BTU6. purified PI4K2A, ADP-Glo luminescence, 1 h; stronger effect = lower value. activity change, negative = inhibition, % at 76.9 µM. 420,000 tested, 0.13% active. AID 1346378; in the data active means activity change below about -50%; inconclusive means mostly about -30% to -49%;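 further: -100% = wells without enzyme as full effect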
Target sequence (Q9BTU6 whole entry, looked up): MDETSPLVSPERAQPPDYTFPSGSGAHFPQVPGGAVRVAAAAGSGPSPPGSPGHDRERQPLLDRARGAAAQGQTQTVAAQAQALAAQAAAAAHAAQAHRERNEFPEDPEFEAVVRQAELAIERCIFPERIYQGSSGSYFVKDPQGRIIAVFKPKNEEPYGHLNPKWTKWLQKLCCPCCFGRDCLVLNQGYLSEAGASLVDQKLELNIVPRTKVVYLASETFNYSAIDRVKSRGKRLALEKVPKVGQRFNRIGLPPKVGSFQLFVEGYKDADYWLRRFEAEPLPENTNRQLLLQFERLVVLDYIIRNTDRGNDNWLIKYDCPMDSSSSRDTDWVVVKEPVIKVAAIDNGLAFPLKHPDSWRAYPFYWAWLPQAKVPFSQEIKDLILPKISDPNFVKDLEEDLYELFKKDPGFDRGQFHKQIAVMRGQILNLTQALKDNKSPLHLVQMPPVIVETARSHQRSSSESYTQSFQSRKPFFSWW
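ADP-Glo luminescence measured ADP generated by PI4K2A enzyme (4 ug/mL before mixing) with 1.2 mM PI substrate (pre-mix) and 300 microM ATP (pre-mix). Tris pH7.5 buffer with MgCl2, Triton X-100; 1 h reaction at ambient temperature.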
Pin1 inhibitor – inhibitors of human Pin1; 390,000 tested, 0.009% active; Q13526; AID 504891; Potency, µM (highest dose often 115 µM), for inactives: at the highest dose activity, negative = inhibition, actives largely listed as inhibitors; Pin1 FP peptide displacement, HiFluor488, 10 min; active means well fitted inhibition curve with a large enough effect in the polarisation, with a control signal flat, not every such curve was filed as active; inconclusive means small, poorly fitted or top-dose-only effect, or effect the other way, or a change in a side signal; inactive means no such curve, though single readings can be large or run the other way; the % refers to the polarisation; further: potency means the concentration at half of the fitted maximal effect; on the % scale 0 is the no-effect control and ±100 the full control effect
Target sequence (Q13526 whole entry, looked up): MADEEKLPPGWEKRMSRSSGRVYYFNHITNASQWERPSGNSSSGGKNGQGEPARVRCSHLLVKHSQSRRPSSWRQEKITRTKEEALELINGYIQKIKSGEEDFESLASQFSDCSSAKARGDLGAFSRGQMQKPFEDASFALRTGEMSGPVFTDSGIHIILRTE
BAZ2B inh – inhibitors of human BAZ2B bromodomain; Q9UIF8; AlphaScreen BAZ2B-H3K14Ac peptide displacement; Potency, µM (titrated, usually from 114 µM), without a hit: at the top dose activity change, negative = inhibition, hits mostly inhibitors; 360,000 tested, 4.4% active; AID 504333; further: potency means the concentration at half of the fitted maximal effect; on the % scale 0 is the no-effect control and ±100 the full control effect; nearly all actives have a fitted effect of over 60% in size
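Compounds, titrated to a top concentration of 110 uM, were incubated 30 min at room temperature with preformed BAZ2B/acetyl-K14 H3 peptide complex (50 nM each). Proximity signal was measured by AlphaScreen after 20 min with beads.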
Active calls of the source: *; i = inactive; u = inconclusive; x = not tested or not shown; & = joins results of further samples; [ ] = dose if it differs, or a comment. Unless noted, the call rests on the fitted dose curve; in most records, active means well fitted curve in the direction sought with a large enough effect; inconclusive means small, poorly fitted or top-dose-only effect, or another doubt; inactive means no such curve, though single readings can be large; an effect the other way counts as inactive or inconclusive.

canonical_smiles | G9a inh | HP1b binding inh | PGK inhibitor | Pin1 inhibitor | ERG Ets-DNA blk | JMJD2A Tudor inh | BAZ2B inh | GLS inh | PI4K2A block
O=C(CCNC(=O)c1ccccc1Cl)NCC(c1ccc(F)cc1)N1CCOCC1 (stereo unspecified) | -15% | 23% | -3% | 2% | 16% | -6% | -3% | -1% | 5
CC(/C=C/c1ccc(C)o1)=C\C(=O)O | 8.9µM* | -16% | -2% | -3% | 15% | -31% | -3% | 4% | -3
COc1ccccc1N1CCN(c2cc(=O)n(-c3ccc(Cl)cc3)c(=O)[nH]2)CC1 | -35% | 4% | 0% | -3% | 8% | -20% | 26% | 10% | 0
CCOc1ccc(Nc2nc(NCC(=O)O)nc(N)c2[N+](=O)[O-])cc1 | u | 21%[57 µM] | -4% | u | -6% | -6% | -2% | -3% | -1
Cc1cc(C)c(C(=O)CN2C(=O)C(=O)N(C3CCCC3)C2=O)cc1C | -8%[12.7 µM] | 19% | i | 12% | 1% | -10% | 5% | 0% | -10
Cc1nc(-c2ccc(C)c(S(=O)(=O)N3CCC(C(=O)NCc4ccc(F)cc4)CC3)c2)no1 | 23%[59 µM] | 32% | 10% | -2% | -1% | -19% | 1% | 0% | -4
COc1cccc(Oc2ccc(N)cn2)c1 | -20%[12.7 µM] | 12% | -4% | 0% | -3% | -21% | -13% | 46%[activator] | -5
Cc1onc(-c2c(Cl)cccc2Cl)c1C(=O)N=S(C)(=O)c1ccccc1 (stereo unspecified) | 3% | 25% | 0% | 0% | 3% | 1% | -2% | 8% | -3
CCCCC1=CC2=CC(=O)C(C)(OC(=O)CC)C(=O)C2=CN1Cc1ccc2c(c1)OCO2 (stereo unspecified) | -41%[59 µM] | 4% | -2% | -25% | 7% | u | -36% | -3% | -3
COCc1[nH][nH]c(=O)c1C=Nc1ccc(OC(F)(F)F)cc1 | 5% | 28% | -6% | 4% | 3% | -15% | -17% | -1% | -4
COc1ccc(CC2(CO)CCN(C(=O)NCc3ccccc3)CC2)cc1 | 30% | 2% | -5% | -4% | 1% | -26% | -6% | 0% | 5
CCc1ccccc1Nc1sc(C(=O)c2ccccc2)c(N)c1S(=O)(=O)c1ccccc1 | -50%[59 µM] | 17% | i | 9% | 4% | -30% | -17% | 1% | -5
COc1ccc(-c2c(-c3cc(OC)cc(OC)c3)n(C)c3ccc(-c4ccc5cc[nH]c5c4)cc23)cc1 | x | 18% | -6% | 12% | 3% | -19% | x | 0% | -1
O=C(O)CCCC(=O)Nc1ccc(N2CCCC2)cc1 | 40µM* | 41%[activator] | -8% | u | 6% | u | 4% | 42%[activator] | -10
O=C(CN1C(=O)NC2(CCCCCCC2)C1=O)Nc1cccc(Br)c1 | x | 12% | -10% | -6% | x | -24% | x | 3% | 2
Cc1cc(C)nc(CCNC(=O)c2cc(COc3ccc(F)cc3Cl)on2)n1 | 8%[0.501 µM] | 35% | -9% | 2% | 8% | -9% | 0% | 3% | -3
COc1cccc(-n2c(CN3CCN(c4ccccc4)CC3)nc3ccc([N+](=O)[O-])cc3c2=O)c1 | 20µM* | -8% | -7% | 2% | 1% | u | u | 14% | -2
Cc1ccc2c(c1)/C(=N/O)CCS2 | u | 61%[activator] | -10% | 3% | -6% | 0% | 4% | 33% | 3
O=C(O)c1ccc(-n2c(/C=C/c3cccc([N+](=O)[O-])c3)nc3ccccc3c2=O)cc1 | 29% | 14% | x | u | -1% | -20% | -13% | 11% | 2
Cc1ccccc1Nc1nc(N)nc(COC(=O)CCS(=O)(=O)c2ccc(Cl)cc2)n1 | -31% | 21% | 0% | 0% | 12% | -18% | 2% | 16% | -5
COc1ccccc1N(Cc1cc(=O)[nH]c2ccccc12)C(=O)c1ccc([N+](=O)[O-])cc1 | x | -1% | 2% | -6% | 3% | -18% | -16% | u | -2
Cc1ccc(NC(=O)CN2C(=O)CCSc3ccc(S(=O)(=O)N4CCCC4)cc32)cc1C | 19% | 63%[activator] | -2%&-10% | 8%&4% | -1%&-3% | -10%&-21% | -3% | -7%&-10% | 12&-1
COc1cc(C2C(C#N)=C(C)NC(C)=C2C#N)cc(OC)c1OC | -8% | 33% | -6% | 0% | -3% | 1% | -36% | -10% | 5
CCC(C)[C@H]1CNCCN1CCC12CC3CC(CC(C3)C1)C2 (stereo partly specified) | 5%[0.501 µM] | -2% | -3% | -3% | 7% | -31% | -10% | 4% | -3
COc1cc(/C=N/S(=O)(=O)CCc2ccccc2)cc(OC)c1O | 50µM* | 13% | 0% | 3% | -8% | -9% | -23% | 6% | 0
COc1ccccc1C(=O)NNC(=O)C1CC=CCC1 (stereo unspecified) | x | 30% | 2% | 0% | 1% | -3% | u | -8% | -8
CC(C)(C)n1nc2c(c1NC(=O)c1cccc(Cl)c1)CS(=O)(=O)C2 | -3% | 25% | -9% | -1% | -3% | -10% | 13% | 3% | -8
CCCC(=O)Nc1c(-c2ccc(C)cc2)c(=O)c2ccccc2n1C | 19% | 21% | 5% | 0% | -11% | 2% | 4% | -3% | -1
CSCC(=O)NC1CCCc2c1cnn2-c1cc(F)cc(F)c1 (stereo unspecified) | u | 36% | -2% | 1% | 10% | 4% | -6% | 1% | 1
O=C(Nc1nc2c(s1)CCCCCC2)Nc1ccc(F)cc1F | -3%[59 µM] | 25%[57 µM] | -2% | 1% | 1% | -15% | 2% | -1% | 1
Cc1ccc(/C(O)=C2/C(=O)C(=O)N(c3ccccn3)C2c2cccc([N+](=O)[O-])c2)cc1 (stereo unspecified) | 35µM* | 3% | 1% | -19% | 2% | -21% | -37% | 1% | 2
CC(NCC(c1ccco1)N1CCCCC1)C(=O)NC1CCCC1 (stereo unspecified) | -1% | 33% | 0% | 8% | 10% | -19% | -3% | -8% | -5
C=CCC1(CC=C)CCCN1Cc1nc(COc2ccccc2)no1 | u | 125%[activator] | i | u | 19% | 30% | 21% | -5% | 5
O=S(=O)(c1ccc(Br)cc1)N1CCCN(Cc2cccc(F)c2)CC1 | u | 44%[activator] | 3% | 1% | -3% | 11% | 13% | 8% | -3
CCOC(=O)N1CCC(NC(=O)c2cc(C(=O)Nc3cccc(C(F)(F)F)c3)ccc2CO)CC1 | 1% | 23% | -5% | -3% | -9% | -10% | -35% | 6% | -7
COc1ccc(C(=O)NNS(=O)(=O)c2ccc(C)cc2)cc1 | 6% | 12% | -13% | -1% | 5% | -6% | 1% | 20% | -3
COc1ccc2nc(CC(C)(C)CC(=O)O)c[n+]([O-])c2c1 | 8%[12.7 µM] | 31% | -11% | -2% | -9% | -3% | 6% | -7% | -5
Cc1nn(C)c(C)c1CNC(=O)Nc1ccc2c(c1)OCO2 | 4% | 6% | i | -2% | -20% | -4% | -4% | -9% | -6
COc1cccc(C(=O)Nc2ccc3c(cc2=O)[C@@H](NC(C)=O)CCc2cc(OC)c(OC)c(OC)c2-3)c1 | 33% | 18% | 3% | u | 15% | -20% | -7% | 2% | -1
O=C(c1ccc(Cl)c(F)c1F)N1CCCC1 | 26%[12.7 µM] | 38%[activator] | 12% | -4% | -6% | -7% | -3% | 21% | 0
CC1CCCC(C)N1C(=O)C1CC(c2ccc(F)cc2)=NO1 (stereo unspecified) | 27% | 12% | 7% | 0% | -7% | 3% | -2% | 2% | 3
CCC(C)NC(=O)Cc1c(C)c2cc3c(cc2oc1=O)OC(C)(C)CC3 (stereo unspecified) | 12% | 14% | 1% | -3% | 1% | -5% | 11% | -1% | -2
O=C(O)CCCNC(=O)CC1S/C(=N/N=C/c2ccccc2O)NC1=O (stereo unspecified) | 0% | 31% | -8% | -8% | -2% | -23% | 50µM* | 15% | -3
N/C(=N/O)c1ccccc1N1CCC(Cc2ccccc2)CC1 | u | 4% | -7% | -7% | 2% | u | -32% | 27% | -1
CSc1ccc(C(=O)C2CCCN(C(=O)c3csc(C(C)=O)c3)C2)cc1 (stereo unspecified) | x | 7% | -3% | -1% | 3% | -17% | 3% | -1% | -12
CCN(CC(=O)NCc1ccc(Cl)cc1)C(=O)CCc1ccccc1O | -11% | 28% | -2% | -5% | 14% | -7% | -13% | 0% | 0
COc1ccc(CNC(=O)COC(=O)Cc2ccsc2)cc1 | 8% | 24% | -2% | 8% | -3% | 6% | -1% | -10% | 4
CC(=O)NCc1nc2ccccc2n1C(C)C | -16%[59 µM] | 51%[activator] | -9% | 4% | -9% | -3% | 6% | -6% | -3
CC(C)(C)c1ccc(C(=O)C=[N+]=[N-])cc1 | u | 54%[activator] | -2% | -2% | -2% | -1% | u | 0% | 6
CC(C)CN1CCN(Cc2cc3ccccc3[nH]2)CC1CCO (stereo unspecified) | u | 32% | -8% | u | -2% | -17% | -39% | -2% | 0
N#Cc1c2ccc(O)cc2n2ccccc12 | 4µM* | 85%[activator] | -8% | u | -8% | 36% | 19% | 11µM* | 9
O=C(CN1CCN(Cc2ccc(Cl)cc2)C1=O)NCCCN1CCOCC1 | 21% | 27% | i | -1% | 2% | -9% | 7% | -8% | -7
